Dynein transport: dynein cargo transport inhibition | 3617.4 mouse cells, GR-EGFP nuclear translocation imaging; test concentration mostly 20 µM; stimulated with dexamethasone, 1 µM; active compounds read low | z-score, hits read low | 220,000 compounds, 0.47% hits | AID 1381;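 active means plate z-score of nuclear minus cytoplasmic receptor signal below a set negative limit, without overly bright fluorescence or cell loss, cut at about -3.5 in these data, passing the limit was not always enough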;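 further: z-score of nuclear minus cytoplasmic ring GR-EGFP intensity difference per well; some compounds called inactive have numbers as strong as hits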
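Also added – dexamethasone, 1.0 µM final · Buffer or medium – tet-free, stripped-serum medium · Schedule – induction 48 h, compound 1 h, agonist 30 min · Detection – formaldehyde fixation, Hoechst nuclear stain, 10x automated fluorescence imaging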
T cell modulator: T cell immune modulators affecting CD8 T cell-vesicle binding | 2C CD8+ T cell-vesicle binding, flow cytometry; active compounds read low | AID 2052 | 330,000 compounds, 0.068% hits | calls only at 7 µM;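 active means response, share of CD8 T cells binding vesicles, and their 90th percentile fluorescence all below set limits, cut at about 80% in these data, passing the limit was not always enough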
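Also added: QL9-peptide-loaded Drosophila micro-vesicles bearing Ld, ICAM-1 and B7-1; Test system: purified 2C TCR transgenic mouse naive CD8+ T cells; Measured by: cytometric PE anti-B7-1 and Alexa647 anti-CD8 signals after 1% paraformaldehyde fixation; Timing: binding step 1.5 h, 37 °C, antibody labelling 20 min, ice.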
MT stabilize HCS: microtubule stabilization, imaging screen; HeLa tubulin immunostaining HCS, 24 h; share of cells brighter than vehicle mean+2SD; % tubulin-high responders, % at 10 µM; 200,000 compounds, 0.83% hits;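 active means plate Z-score above 3 for both tubulin-high and condensed-nucleus cell shares, with cell loss under 80%, at 10 µM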;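 further: anti alpha tubulin signal scored within the nucleus-defined area of each cell; some results filed as inactive read as strong as hits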
Ins promoter up: MIN6 insulin promoter up-regulation | 190,000 compounds, 0.3% hits | MIN6 insulin promoter-GFP reporter, high-content imaging; active compounds read high | z-score at 5 µM;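 active means z-score above 3 at 5 µM with at least 500 cells counted in the well; inconclusive means wells under 500 cells, flagged as cytotoxic or low count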
Lipid droplet: modulators of hepatic lipid droplet formation; AML12 mouse hepatocytes, oleate lipid droplets, BODIPY imaging; inhibition, % at 6.5 µM; 240,000 compounds, 0.4% hits; AID 1656;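 active means lipid droplet intensity inhibited by at least 50%, with more than 500 cells counted; inconclusive means wells with under 300 cells, treated as cytotoxic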
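material = mouse AML12 hepatocyte cell line, fixed after treatment | also added = 100 µM oleic acid challenge | doses = compound at 6.5 µM only | schedule = overnight exposure | technique = Image-based BODIPY and DAPI two-channel analysis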
human PMI inhibition: MPI enzyme activity inhibition – biochemical, fluorescence intensity, coupled assay, primary screen (AID 1209); purified PMI enzyme, coupled fluorescence intensity; higher % means a stronger effect; one-dose inhibition, % at 20 µM; IC50 in µM for titrated hits; 190,000 compounds, 0.42% hits; in the data active means inhibition above about 50%;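 further: plate controls were DMSO vehicle for no effect and wells lacking substrate for full effect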
Myeloid diff 2: promotes myeloid progenitor differentiation; ER-HoxA9 myeloid progenitors, lysozyme-GFP differentiation, flow cytometry; calls only at 10 µM; 360,000 compounds, 1% hits;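 active means normalized GFP-positive differentiation at or above the plate's own cutoff, the solvent-only control mean plus 3 SD; inconclusive means no clear call, values can overlap the other calls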;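 further: cells exposed to compound for four days before flow analysis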
TNAP activation fold: stimulation of alkaline phosphatase TNAP activity – biochemical, luminescent, no phosphate acceptor, uHTS, primary screen (AID 1001) | purified TNAP, luminescent activation assay, no phosphate acceptor; higher activation fold means a stronger effect | activation fold at 20 µM; hits with a dose series show EC50 in µM | 200,000 compounds, 0.03% hits; in the data active means activation fold from about 3, or a potency from the dose series; inactive means the rest, 99 in 100 with activation fold below about 1.6; further: many of its hits are not listed in these tables
b-catenin transl: modulators of beta-catenin nuclear translocation; nuclear translocation activity, % at 5 µM; 190,000 compounds, 0.3% hits; HeLa beta-catenin nuclear translocation, immunofluorescence imaging;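 active means nuclear translocation activity above 50% at 5 µM, with a well cell count of 50 or more; inconclusive means wells under 50 cells across six images, flagged as toxic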;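 further: per-cell ratio of nuclear to cytoplasmic median beta-catenin stain intensity; plate controls were DMSO negative control for no effect and GSK-3 inhibitor IX positive control for full effect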
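test system = HeLa cells, endogenous beta-catenin | dosing = single 5 µM dose plus 0.02–20 µM confirmation series | times = compound treatment 24 h, 37°C, 5% CO2 | technique = beta-catenin immunofluorescence imaging with DAPI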
Dynein transport cytoplasmic EGFP: also measured in Dynein transport; calls as there; z-score; measured here: cytoplasmic GR-EGFP intensity; active compounds read high
Dynein transport nuclear GR-EGFP: recorded beside Dynein transport, whose call it bears; z-score; measured here: nuclear GR-EGFP intensity;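 lower value marks the stronger effect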
Dynein transport cell count: recorded beside Dynein transport, whose call it bears; z-score; measured here: cell count per field
Ins promoter up cell count: also measured in Ins promoter up; calls as there; cell count; measured here: cytotoxicity, nuclei count;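 total cells summed across four imaged fields per well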
Lipid droplet cells 6.5 µM: recorded beside Lipid droplet, whose call it bears; cell count; measured here: cell count, cytotoxicity flag;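 cells counted across two imaged fields per well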
b-catenin transl cell count 5 µM: further read-out of b-catenin transl, marked with its call; cell count; measured here: cell count, cytotoxicity flag
T cell modulator vesicle-bound %: second read-out of T cell modulator, no call of its own (marks repeat the call); double positive events, %; measured here: CD8+ vesicle-bound cell fraction;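 binding gate set so that unloaded-vesicle control wells show 10% double positive cells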
MT stabilize HCS Hoechst-high %: also measured in MT stabilize HCS; calls as there; % Hoechst-high responders; measured here: nuclear condensation Hoechst responders;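 share of cells brighter than vehicle mean plus two SD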
MT stabilize HCS cytotoxicity %: further read-out of MT stabilize HCS, marked with its call; toxicity, %; measured here: cytotoxicity by cell density;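 0% = mean cell density of plate MIN control wells and 100% = no cells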
Myeloid diff 2 GFP+ MAC1+ %: also measured in Myeloid diff 2; calls as there; GFP+ MAC1+ double positive, %; measured here: differentiation confirmed by MAC1 staining
An asterisk follows results filed as active.

OCC#Cc1cnc2ccccc2c1 was read as Dynein transport 0.32, T cell modulator inactive, MT stabilize HCS 5.6, Ins promoter up 1.3, human PMI inhibition 10%, Myeloid diff 2 inactive, TNAP activation fold 1, b-catenin transl -3.6, Dynein transport cytoplasmic EGFP -0.14, Dynein transport nuclear GR-EGFP 0.57, Dynein transport cell count -1.3, Ins promoter up cell count 1168, b-catenin transl cell count 5 µM 730, T cell modulator vesicle-bound % 33, MT stabilize HCS Hoechst-high % 2.7, MT stabilize HCS cytotoxicity % 0.2 and Myeloid diff 2 GFP+ MAC1+ % 0.9.
For O=C(CN1CCCCC1)Nc1cccc(-n2cnnn2)c1 the results were Dynein transport -0.48, T cell modulator inactive, MT stabilize HCS 4.2, Ins promoter up -0.22, Lipid droplet 1, human PMI inhibition 7%, Myeloid diff 2 inactive, TNAP activation fold 1.1, b-catenin transl 2.0, Dynein transport cytoplasmic EGFP 0.35, Dynein transport nuclear GR-EGFP -0.15, Dynein transport cell count 1.8, Ins promoter up cell count 1742, Lipid droplet cells 6.5 µM 578, b-catenin transl cell count 5 µM 1080, T cell modulator vesicle-bound % 47, MT stabilize HCS Hoechst-high % 2.4, MT stabilize HCS cytotoxicity % 2.5 and Myeloid diff 2 GFP+ MAC1+ % 0.7.
`CC(O)(CS(=O)(=O)Cc1ccccc1)C(=O)Nc1ccc(C(F)(F)F)cc1` (stereo not drawn) gave Dynein transport 0.6, T cell modulator inactive, MT stabilize HCS 4.0, Ins promoter up -0.64, human PMI inhibition -17%, Myeloid diff 2 inactive, TNAP activation fold 1, b-catenin transl 0.6, Dynein transport cytoplasmic EGFP -0.25, Dynein transport nuclear GR-EGFP 0.64, Dynein transport cell count 0.95, Ins promoter up cell count 1396, b-catenin transl cell count 5 µM 1421, T cell modulator vesicle-bound % 12, MT stabilize HCS Hoechst-high % 1.5, MT stabilize HCS cytotoxicity % 7.4 and Myeloid diff 2 GFP+ MAC1+ % 5.5.
`CC(=O)N/N=C(\C)CCc1ccccc1` gave Dynein transport 1.2, T cell modulator inactive, MT stabilize HCS 3.2, Ins promoter up 0.38, Lipid droplet 11, human PMI inhibition 9%, Myeloid diff 2 inactive, TNAP activation fold 1.2, b-catenin transl -0.4, Dynein transport cytoplasmic EGFP -0.25, Dynein transport nuclear GR-EGFP 0.2, Dynein transport cell count -1.2, Ins promoter up cell count 1175, Lipid droplet cells 6.5 µM 661, b-catenin transl cell count 5 µM 958, T cell modulator vesicle-bound % 25, MT stabilize HCS Hoechst-high % 1.6, MT stabilize HCS cytotoxicity % 8.7 and Myeloid diff 2 GFP+ MAC1+ % 0.6.
Cc1nc2nc(NCc3cccs3)nn2c(C)c1Cl was read as Dynein transport -0.69, T cell modulator inactive, MT stabilize HCS 1.3, Lipid droplet 22, human PMI inhibition -4%, Myeloid diff 2 inactive, TNAP activation fold 0.8, Dynein transport cytoplasmic EGFP -0.11, Dynein transport nuclear GR-EGFP -0.046, Dynein transport cell count 0.47, Lipid droplet cells 6.5 µM 834, T cell modulator vesicle-bound % 27, MT stabilize HCS Hoechst-high % 1.4, MT stabilize HCS cytotoxicity % 5.4 and Myeloid diff 2 GFP+ MAC1+ % 5.3.
For NC(=O)c1ccc(-n2nnnc2Oc2ccc(Br)cc2)cc1 the results were Dynein transport -0.45, T cell modulator inactive, MT stabilize HCS 6.2, Ins promoter up 1, Lipid droplet -28, human PMI inhibition 0%, Myeloid diff 2 inactive, TNAP activation fold 1, b-catenin transl -0.6, Dynein transport cytoplasmic EGFP -0.00038, Dynein transport nuclear GR-EGFP -0.42, Dynein transport cell count 0.8, Ins promoter up cell count 1188, Lipid droplet cells 6.5 µM 649, b-catenin transl cell count 5 µM 1004, T cell modulator vesicle-bound % 20, MT stabilize HCS Hoechst-high % 2.3, MT stabilize HCS cytotoxicity % 3.3 and Myeloid diff 2 GFP+ MAC1+ % 0.5.
Screening Cc1cccc(NC(=O)c2ccc(Cl)c(NC(=O)c3ccncc3)c2)c1C returned Dynein transport 1.1, T cell modulator inactive, MT stabilize HCS 3.9, Ins promoter up 0.06, Lipid droplet -16, human PMI inhibition 1%, Myeloid diff 2 inactive, TNAP activation fold 1.1, b-catenin transl 2.2, Dynein transport cytoplasmic EGFP -0.25, Dynein transport nuclear GR-EGFP 1, Dynein transport cell count -0.97, Ins promoter up cell count 1458, Lipid droplet cells 6.5 µM 694, b-catenin transl cell count 5 µM 991, T cell modulator vesicle-bound % 40, MT stabilize HCS Hoechst-high % 2.5, MT stabilize HCS cytotoxicity % 7.1 and Myeloid diff 2 GFP+ MAC1+ % 0.5.
O=C1C(Cl)=C(NCCN2CCCCC2)C(=O)c2ccccc21 was read as Dynein transport -4.2*, T cell modulator inactive, MT stabilize HCS 46, Ins promoter up inconclusive, Lipid droplet -12, human PMI inhibition 5%, Myeloid diff 2 inconclusive, TNAP activation fold 1, b-catenin transl -0.2, Dynein transport cytoplasmic EGFP 0.7*, Dynein transport nuclear GR-EGFP -2*, Dynein transport cell count 0.16*, Lipid droplet cells 6.5 µM 708, b-catenin transl cell count 5 µM 1112, T cell modulator vesicle-bound % 52, MT stabilize HCS Hoechst-high % 63 and MT stabilize HCS cytotoxicity % 98.
O=C(Nc1ccc2c(c1)OCO2)Nc1ccc(Cl)cc1Cl was read as Dynein transport 0.0011, T cell modulator inactive, MT stabilize HCS 1.7, Ins promoter up -0.52, Lipid droplet 3, human PMI inhibition 6%, Myeloid diff 2 inactive, TNAP activation fold 1, Dynein transport cytoplasmic EGFP -0.087, Dynein transport nuclear GR-EGFP -0.2, Dynein transport cell count 0.23, Ins promoter up cell count 968, Lipid droplet cells 6.5 µM 786, T cell modulator vesicle-bound % 30, MT stabilize HCS Hoechst-high % 1.4, MT stabilize HCS cytotoxicity % 5.9 and Myeloid diff 2 GFP+ MAC1+ % 0.9.
`CC(C)=Nc1ccccc1C1COC(=O)C1=N` (stereo not drawn) gave Dynein transport -0.27, T cell modulator inactive, MT stabilize HCS 1.7, Ins promoter up 0.13, Lipid droplet 13, human PMI inhibition 2%, Myeloid diff 2 inactive, TNAP activation fold 1, Dynein transport cytoplasmic EGFP -0.31, Dynein transport nuclear GR-EGFP -0.052, Dynein transport cell count 0.12, Ins promoter up cell count 1252, Lipid droplet cells 6.5 µM 700, T cell modulator vesicle-bound % 47, MT stabilize HCS Hoechst-high % 3.0, MT stabilize HCS cytotoxicity % 4.3 and Myeloid diff 2 GFP+ MAC1+ % 0.6.
Screening CN(Cc1ccccc1F)c1nc(-c2cccs2)nc2ccccc12 returned Dynein transport -0.37, T cell modulator inactive, MT stabilize HCS 2.4, Ins promoter up 0.04, Lipid droplet -18, human PMI inhibition -6%, Myeloid diff 2 inactive, TNAP activation fold 0.9, b-catenin transl -0.1, Dynein transport cytoplasmic EGFP -0.21, Dynein transport nuclear GR-EGFP 0.1, Dynein transport cell count -0.6, Ins promoter up cell count 1072, Lipid droplet cells 6.5 µM 743, b-catenin transl cell count 5 µM 553, T cell modulator vesicle-bound % 60, MT stabilize HCS Hoechst-high % 2.6, MT stabilize HCS cytotoxicity % 7.5 and Myeloid diff 2 GFP+ MAC1+ % 0.1.
For COc1ccc(CCn2c(=O)[nH]c3cc(C(=O)NCCCN4CCOCC4)ccc3c2=O)cc1OC the results were Dynein transport -0.32, T cell modulator inactive, Ins promoter up 1.2, Lipid droplet 11, Myeloid diff 2 inactive, b-catenin transl -0.4, Dynein transport cytoplasmic EGFP -0.042, Dynein transport nuclear GR-EGFP -0.16, Dynein transport cell count 0.98, Ins promoter up cell count 1122, Lipid droplet cells 6.5 µM 697, b-catenin transl cell count 5 µM 1406, T cell modulator vesicle-bound % 24 and Myeloid diff 2 GFP+ MAC1+ % 0.7.
`CS(=O)(=O)N(CC(=O)Nc1ccc(F)c(F)c1)c1cccc([N+](=O)[O-])c1` gave Dynein transport 1.8, T cell modulator inactive, MT stabilize HCS 5.0, Ins promoter up -0.43, Lipid droplet 9, human PMI inhibition 12%, Myeloid diff 2 inactive, TNAP activation fold 1, b-catenin transl -0.1, Dynein transport cytoplasmic EGFP -0.23, Dynein transport nuclear GR-EGFP 0.45, Dynein transport cell count -0.87, Ins promoter up cell count 1431, Lipid droplet cells 6.5 µM 685, b-catenin transl cell count 5 µM 1096, T cell modulator vesicle-bound % 56, MT stabilize HCS Hoechst-high % 1.5, MT stabilize HCS cytotoxicity % 8.2 and Myeloid diff 2 GFP+ MAC1+ % 0.6.

Screens: PubChem, several laboratories
